Bioassay records: PubChem, Sanford-Burnham Center for Chemical Genomics
NOD2 inhibition: NOD2 signaling inhibitors, cell-based, luminescence, uHTS, HEK293 (AID 1566) | HEK293 NOD2/NF-kB luciferase reporter, luminescence; higher % means a stronger effect | inhibition, % at 4 µM, or EC50 in µM where a hit was titrated | 290,000 compounds, 0.63% hits; in the data active means inhibition above about 50%; further: many of its hits are not listed in these tables
NOD1 NF-kB reporter: NOD1 signaling inhibitors, primary screen, cell-based, luminescence, uHTS (AID 1578); 290,000 compounds, 1% hits; NOD1-driven NF-kB luciferase reporter cells, luminescence; higher % means a stronger effect; inhibition, % at 4 µM, or EC50 in µM where a hit was titrated; in the data active means inhibition mostly above about 36%, no sharp cut-off; inactive means mostly below about 34%;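 further: HEK-293T reporter cells stimulated with the NOD1 agonist gamma-tri-DAP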
The depositor's hits bear a star.

NOD2 inhibition,NOD1 NF-kB reporter,molecule
-12.8%,-22.4%,O=C(NCc1ccco1)/C(=C/c1ccccc1)NC(=O)c1ccco1
-22.4%,-20.6%,COc1ccc(N2CCN(C(=O)CCC(=O)N3CC(C)Oc4ccccc43)CC2)cc1 (centres undefined)
15.9%,7.6%,CCOC(=O)N1CCN(S(=O)(=O)c2ccc(Br)cc2)CC1
7.2%,-4.5%,Cc1ccc(CSCc2ccc(C(=O)O)o2)cc1
17.6%,50.6%,CCOc1ccc(CCNC(=O)Cc2ccc(NC3=NC4CS(=O)(=O)CC4S3)cc2)cc1 (centres undefined)
-5.5%,-0.7%,COc1cccc(CNC(=O)CCc2ccc(OC)c(OC)c2)c1
-7.8%,-46.5%,Cc1cc(NC(=O)C2CC(=O)N(c3ccccc3Cl)C2)no1 (centres undefined)
5.2%,-14.2%,CON(c1nc(Cl)nc(N(C)C)n1)S(=O)(=O)c1ccc(C)cc1
-2.1%,-30.1%,COc1ccccc1NC(=O)CNC(=O)c1ccc(Br)o1
9.4%,-3.3%,O=C(NCc1nnc2c(C(F)(F)F)cc(Cl)cn12)c1cccs1
-2.3%,-18.9%,COCCn1c(SCC(=O)Nc2cc(C)on2)nnc1-c1ccccc1
-8.6%,-35.3%,COc1cc(N)c(Cl)cc1C(=O)OCC(=O)c1cccs1
20.1%,19.5%,CCOC(=O)c1c(S(=O)(=O)N2CCC(C)CC2)c(C)n(C)c1C
-5.8%,-34.8%,CN(Cc1ccccc1Cl)C(=O)c1cc2ccccc2o1
2.8%,-5.0%,O=C(NCC1CCCCC1)C1(CC2CC(c3cccc(Br)c3)=NO2)CCNCC1 (centres undefined)
9.0%,-18.6%,CCc1nc2sc3c(c2c(=O)n1CCO)CCC3
20.5%,21.6%,O=C(COc1ccc(Cl)cc1)NCCCNC(=O)c1cccnc1
3.3%,-32.5%,NC(=O)C1CCN(S(=O)(=O)c2ccccc2[N+](=O)[O-])CC1
-16.9%,-9.5%,COc1ccc(C)cc1C(=O)CCC(=O)NCCc1ccc(S(N)(=O)=O)cc1
2.7%,-2.2%,CCn1cc(CNC(=O)C2CCC(=O)N(Cc3ccc(Cl)cc3)C2)cn1 (centres undefined)
0.9%,-18.7%,CCCn1c(CCNC(=O)c2ccco2)nc2ccccc21
-4.2%,-37.6%,c1ccc2c(Cn3ccnc3)cccc2c1
2.0%,0.8%,COc1cccc(CN2CCN(Cc3ccc4cccc(F)c4n3)CC2CCO)c1 (centres undefined)
7.5%,-2.7%,Cc1cc(C)n2nc(SCc3c(F)cccc3Cl)nc2n1
-6.4%,-28.0%,O=C(CCNC(=O)c1ccc(Cl)cc1)Nc1ncccc1O
-2.9%,-34.6%,O=S(=O)(c1ccc(N2CCOCC2)c(Cl)c1)N1CCOCC1
6.3%,-24.5%,CC1(C)Cc2c(cnn2-c2cccc(F)c2)C(NC(=O)Cn2cccn2)C1 (centres undefined)
16.8%,34.1%,CCc1ccc(S(=O)(=O)Nc2ccc(Br)cn2)cc1
-22.7%,24.3%,Cc1ccccc1COc1ccc(-c2nn[nH]n2)cc1
17.3%,11.0%,CCCOC(=O)c1c(-c2ccc(OC)cc2)oc2ccc(-c3ccc(OC)nc3)cc12
-3.7%,2.6%,COc1cccc(OC)c1NC(=O)CN(C)S(=O)(=O)c1ccc2c(c1)OCCO2
-3.1%,-39.6%,O=C(OCCN1CCOCC1)c1ccc(Cl)cc1Cl
-2.4%,3.7%,CCc1ccccc1NC(=O)CCNS(=O)(=O)c1cc(Br)cnc1N
21.8%,-21.9%,CCc1ccc(NC(=O)CCCn2nc(CC)n3c(cc4occc43)c2=O)cc1
10.8%,-18.7%,CC(C)CC(=O)Nc1ccc(Oc2ccc3c(c2)C(=O)NC3=O)cc1
-19.7%,-65.3%,Cc1cc(CNC(=O)c2cccc(OC3CCN(S(=O)(=O)N(C)C)CC3)c2)on1
16.4%,0.3%,CC1=C(C(=O)OCC2CCCCC2)C(c2cccc(O)c2)NC(=O)N1 (centres undefined)
-5.5%,-6.5%,COc1ccc(C(CNC(=O)CSc2ccccc2C)N(C)C)cc1 (centres undefined)
36.7%,-2.4%,N#Cc1c(-c2ccc(Cl)cc2)cc(-c2cccs2)nc1SCC(=O)O
1.0%,-16.8%,CCCS(=O)(=O)c1nc(S(=O)(=O)c2ccc(Cl)cc2)c(N2CCC(O)CC2)s1
6.5%,-37.8%,Cc1c(C(=O)N(Cc2ccc(Cl)cc2)C2CCS(=O)(=O)C2)oc2ccccc12 (centres undefined)
-15.6%,-43.5%,COc1ccccc1OCC(=O)Nc1ccc(S(=O)(=O)N2CCOCC2)cc1
-34.7%,-7.8%,COc1ccccc1C(=O)OCC(=O)NC1CCCC1
24.7%,14.4%,COc1cccc(C(=O)NC2CC3CCCC(C2)N3CC(=O)Nc2ccccc2C(F)(F)F)c1 (centres undefined)
7.1%,-21.3%,COc1ccc(COC(=O)c2ccc(S(=O)(=O)N3CCC(C)CC3)cc2)cc1
12.0%,-5.1%,O=C(c1c(F)cccc1F)N1CCCc2ccccc21
-17.0%,-37.0%,CNC(=O)c1cc(S(=O)(=O)Nc2ccc3c(c2)OCO3)ccc1C
3.5%,-28.5%,Cc1ccc(S(=O)(=O)NCCn2nc(C)nc2C)cc1
-6.2%,-35.6%,COc1ccc(CN2CCNC(=O)C2CC(=O)NC2CCOCC2)c(F)c1 (centres undefined)
-10.1%,-26.8%,O=C(CNC(=O)Cc1ccccc1)NCC(=O)N1CCN(C(c2ccccc2)c2ccccc2)CC1

Some values from the results shown:
NOD2 inhibition with O=C(OCCN1CCOCC1)c1ccc(Cl)cc1Cl reads -3.1%
NOD2 inhibition with CCOC(=O)N1CCN(S(=O)(=O)c2ccc(Br)cc2)CC1 reads 15.9%
NOD1 NF-kB reporter with CCc1ccc(NC(=O)CCCn2nc(CC)n3c(cc4occc43)c2=O)cc1 reads -21.9%

Next section.
NOD2 inhibition,NOD1 NF-kB reporter,molecule
16.6%,-25.1%,O=C(Nc1cccnc1)c1ccc(Cl)c(S(=O)(=O)N2CCCCC2)c1
-23.8%,-43.4%,Cc1cc(NC(=O)c2ccccc2C)no1
16.0%,-20.6%,COc1ccc(NC(=O)Cn2ncn3c(cc4ccccc43)c2=O)c(OC)c1OC
-1.3%,-32.9%,Cc1cnc(CNC(=O)CC2C(=O)NCCN2Cc2ccccc2F)cn1 (centres undefined)
11.2%,-9.6%,COc1cccc(CN2CCC(C(=O)Nc3ccc(-c4cccc(C)c4)cc3)CC2)c1O
-4.8%,-8.8%,Cn1c(CNc2ccc(O)cc2)nc2ccccc21
-10.4%,-5.6%,CC(=O)Nc1ccc(C(=O)CN2CCN(c3ccccc3)CC2)cc1
21.9%,-21.3%,O=C(NCc1ccc(F)cc1)c1cc2c(s1)CS(=O)(=O)C2
15.6%,3.0%,COc1cc(C(=S)N2CCC(Cc3ccccc3)CC2)ccc1OCC(N)=O
-44.4%,-8.1%,O=C(Nc1ccc(Br)cc1)c1cnc[nH]1
-0.4%,-17.3%,COc1cc(NC(=O)c2ccc(N3CC4CC(C3)c3cccc(=O)n3C4)c(NC(=O)c3ccncc3)c2)cc(OC)c1OC (centres undefined)
21.4%,-25.6%,CCC(=O)c1ccc(OCC(=O)Nc2cc(S(=O)(=O)N3CCCCC3)ccc2OC)cc1
8.8%,7.5%,COc1ccc(N2C(=O)CC(N3CCN(c4ccccc4)CC3)C2=O)cc1 (centres undefined)
13.1%,16.2%,Cc1cc(C)n2nc(SCC(=O)NC3CCCC(C)C3C)nc2n1 (centres undefined)
14.3%,-26.6%,COC(=O)c1c(NC(C)=O)sc2c1CCN(Cc1ccccc1)C2
9.8%,-6.3%,CSc1ccc(C2NC(=O)CCC2[N+](=O)[O-])cc1 (centres undefined)
31.2%,5.0%,S=c1[nH]c2cnccc2n1Cc1ccccc1
-27.0%,-8.4%,COc1ccccc1/C=C(\C#N)C(=O)c1cccn1C
11.3%,9.0%,O=C(NCc1ccc2c(c1)OCO2)c1nc(S(=O)(=O)Cc2ccccc2F)ncc1Cl
-14.4%,-28.3%,COc1ccc(CCC(=O)NNC(=O)Cn2nc(C)cc2C)cc1
-10.3%,-5.6%,NC(=O)COc1ccc(C(=O)/C=C2/C(=O)Nc3ccccc32)cc1
3.8%,-6.6%,COc1cccc(C(=S)N2CCCC2)c1OC
2.0%,-20.7%,COc1ccc(S(=O)(=O)N(C)CC(=O)N2CCCC2)cc1
-34.3%,-70.4%,CN1CCN(c2ccc(NC(=O)c3ccc(Br)o3)cc2)CC1
0.9%,11.1%,COc1ccc(N2C(=O)N3[C@H](c4ccc(Br)cc4)[C@@H]4C(=O)N(C(C)(C)C)C(=O)[C@@H]4[C@]3(Cc3ccccc3)C2=O)cc1
9.6%,-8.4%,O=C(CN(Cc1ccc(Cl)cc1)C(=O)c1csnn1)NCc1ccc(F)cc1
7.1%,-35.1%,CC(=O)N1CCN(c2ccc(NC(=O)c3ccc([N+](=O)[O-])cc3Cl)cc2)CC1
12.1%,-32.7%,CCc1ccc(C(C)NC(=O)c2ccc3c(c2)OCO3)cc1 (centres undefined)
14.0%,-21.7%,COc1ccccc1C(=O)Nc1ccnn1C1CCN(Cc2ccc3nonc3c2)CC1
-0.2%,-32.9%,O=C(NC(=S)N1CCCC1)c1ccccc1Cl
3.2%,-20.8%,CCCC(C(=O)Nc1ccc2c(C)cc(=O)oc2c1)c1ccccc1 (centres undefined)
-46.3%,21.4%,COc1ccc(NC(=O)CSc2nc(SC)ns2)cc1
22.6%,-20.0%,CC(C)Oc1cccc(C(=O)C2CCCN(C(=O)c3cncs3)C2)c1 (centres undefined)
5.9%,-2.6%,O=C(CN1CCOCC1)NCc1ccc(F)cc1
6.8%,-17.2%,COc1cc(Cl)cc(CN2CCC(CCC(=O)NC3CC3)CC2)c1OC
-13.7%,18.3%,CCn1c(CC(=O)Nc2ccccc2C)nnc1SCC(=O)NC1=NCCS1
-18.1%,-26.8%,O=C(c1ccc2oc(CCc3ccccc3)nc2c1)N1CC[C@H](O)C1
21.5%,0.6%,COc1nnc(-c2ccc(C)c(S(=O)(=O)NC(C)C)c2)c2ccccc12
-0.4%,-16.3%,CCCSCCCNC(=O)c1ccc(NC(=O)C2=CSCCO2)cc1
3.8%,-22.2%,CC1(C)Oc2ccc3ccc(=O)oc3c2/C(=C/O)C1=O

Arranged by number of heavy atoms (low to high): three of the compounds above.
NOD2 inhibition,NOD1 NF-kB reporter,molecule
5.9%,-2.6%,O=C(CN1CCOCC1)NCc1ccc(F)cc1
-18.1%,-26.8%,O=C(c1ccc2oc(CCc3ccccc3)nc2c1)N1CC[C@H](O)C1
21.5%,0.6%,COc1nnc(-c2ccc(C)c(S(=O)(=O)NC(C)C)c2)c2ccccc12

The list goes on.
NOD2 inhibition,NOD1 NF-kB reporter,molecule
6.2%,-16.5%,O=C(COC(=O)c1ccc(O)cc1O)Nc1ccc(Cl)cn1
6.7%,-3.0%,CCCn1c(=S)[nH]c2sc3c(c2c1=O)CCCC3
1.0%,-11.8%,CC1CN(C(=O)CCC(=O)N2CCN(c3cccc(C(F)(F)F)c3)CC2)c2ccccc2O1 (centres undefined)
-18.3%,-29.8%,CCOc1ccc(NC(=O)CCC(=O)N/N=C(\C)c2cccs2)cc1
0.2%,-4.6%,COc1ccc(C(C#N)N2N=C(C)CC2c2ccccc2)cc1 (centres undefined)
-2.3%,-3.5%,Cc1ccc(C(=O)NC(C(=O)Nc2ccccc2)c2ccccc2)cc1 (centres undefined)
-2.6%,-26.6%,CC(NS(=O)(=O)c1c(N)n(C)c(=O)n(C)c1=O)c1ccccc1 (centres undefined)
17.4%,-9.3%,Cc1ccc2c(c1)N(CC(=O)NC1CCCC(C)C1C)C(=O)c1cccnc1O2 (centres undefined)
9.4%,-37.4%,CC(C)C(=O)Nc1ccc(NC(=S)NC(=O)c2ccccc2F)cc1
-3.0%,27.0%,COc1ccccc1N1CCN(c2ccnc3cc(Cl)ccc23)CC1

Entries from the list above with a cyano group:
NOD2 inhibition,NOD1 NF-kB reporter,molecule
36.7%,-2.4%,N#Cc1c(-c2ccc(Cl)cc2)cc(-c2cccs2)nc1SCC(=O)O
-27.0%,-8.4%,COc1ccccc1/C=C(\C#N)C(=O)c1cccn1C
0.2%,-4.6%,COc1ccc(C(C#N)N2N=C(C)CC2c2ccccc2)cc1 (centres undefined)

Next entries follow:
NOD2 inhibition,NOD1 NF-kB reporter,molecule
7.7%,-29.2%,COc1cc(OC)c(NC(=O)CNC(=O)Cn2ccc3ccccc3c2=O)cc1Cl
17.8%,-1.6%,CCOC(=O)N1CCN(S(=O)(=O)c2ccc(OC)c(Br)c2)CC1
11.0%,44.4%,CCN(CC)S(=O)(=O)c1ccc2oc(C(=O)NCCN3CCOCC3)c(C)c2c1
4.0%,-12.6%,COc1ccc(C(=O)N(C)CCCC2CCCC2)cc1OC1CCN(C(C)=O)CC1
0.7%,-14.5%,COc1ccc(C(CNC(=O)c2oc3cc(C)c(C)cc3c2C)N2CCCCC2)cc1 (centres undefined)
0.3%,-1.9%,CC(C)(C)c1ccc(CS(=O)(=O)CC(O)CN2CCCC2=O)cc1 (centres undefined)
8.9%,-24.2%,Cc1c(S(=O)(=O)Nc2ccc(Br)cc2)c(=O)n(C)c(=O)n1C
-6.2%,-21.7%,Cc1ccc(NC(=O)N2CCCN(C(=O)OC(C)(C)C)CC2)cc1Cl
19.5%,-22.7%,CC(=O)OCCCN1C(=O)c2cccc3cc(Br)cc(c23)C1=O
-3.3%,4.5%,O=C(CN1CCN(CC(=O)Nc2ccccc2Cc2ccccc2)CC1)Nc1ccccc1Cl
16.6%,-13.2%,CC1(C)CC(=O)C=C(Nc2ccccc2N)C1

An excerpt, so the mix of outcomes need not match the whole.
